pAkt inh = HTS Assay for Inhibitors of Akt Phophorylation: Primary Screen. Neuro2A IGF-stimulated pAkt S473 HTRF, 20 min; stronger effect = lower value. activity change, % for hits at 50 µM. 0.32% of 360,000 active. AID 651550, 2012; in the data active = activity change below about -80%; inconclusive = mostly about -51% to -80%; note: % is set by controls: 0 for no effect and ±100 for the full control effect
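Neuro2A cells (4,500/well, DMEM with 0.5% FBS) were treated with compound at a single 50 µM final concentration, stimulated with 6 nM IGF for 20 min at 37 °C, and lysed. Phospho-Akt Ser473 was read by HTRF as 665/615 ratio ×10^4.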
aSyn rescue = qHTS of alpha-syn Inhibitors; AID 652106, 2013; Yeast expressing alpha-synuclein, growth rescue, BacTiter-Glo, 24 h; 0.14% of 370,000 active; Potency, µM (series often up to 46.1 µM), inactives show top-dose growth rescue (activation), usual class: activators; note: potency is the fitted concentration of half-maximal effect; % of control where 0% means no effect; nearly all actives have a fitted effect of over 65% in size
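Rescue of yeast growth: cells expressing toxic alpha-synuclein, induced in galactose at OD600 0.02, incubated with compound 24 h at 30 C. ATP luminescence quantified growth; inhibitors of toxicity appear as activators.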
Mm-Cpn inhibitor = Inhibitors of TCP-1 ring complex (TRiC) of Methanococcus maripaludis (MmCpn): qHTS. Chaperonin Mm-Cpn (Methanococcus maripaludis). purified Mm-Cpn ATPase, ADP Transcreener TR-FRET. Potency, µM (titrated, usually from 76.9 µM), without a hit: at the top dose activity, negative = inhibition, most hits filed as inhibitors. 0.031% of 330,000 active; note: potency is the fitted concentration of half-maximal effect; % is set by controls: 0 for no effect and ±100 for the full control effect; nearly all actives have a fitted effect of over 80% in size
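ATPase read-out: TR-FRET ADP immunoassay (anti-ADP Eu cryptate vs ADP-d2), ex 320 nm, em 590/665 nm; signal drops as ADP forms. Enzyme 25 nM, ATP 10 uM, 30 min at 37°C after 10 min compound preincubation.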
PTHR1 ag = qHTS for PTHR1 Agonists: Primary Screen; HEK293 GP2 PTHR1 cells, GloSensor cAMP luminescence, 1 h; Potency, µM (top dose mostly 115 µM), for inactives: at the top dose activation, hits mostly activators; 0.075% of 410,000 active; note: potency is the fitted concentration of half-maximal effect; nearly all actives have a fitted effect of over 55% in size; some results filed as inactive show a strong effect at the top dose; inactives centre near -15; many of its hits are not listed in these tables
Target sequence (Q03431 whole entry, looked up): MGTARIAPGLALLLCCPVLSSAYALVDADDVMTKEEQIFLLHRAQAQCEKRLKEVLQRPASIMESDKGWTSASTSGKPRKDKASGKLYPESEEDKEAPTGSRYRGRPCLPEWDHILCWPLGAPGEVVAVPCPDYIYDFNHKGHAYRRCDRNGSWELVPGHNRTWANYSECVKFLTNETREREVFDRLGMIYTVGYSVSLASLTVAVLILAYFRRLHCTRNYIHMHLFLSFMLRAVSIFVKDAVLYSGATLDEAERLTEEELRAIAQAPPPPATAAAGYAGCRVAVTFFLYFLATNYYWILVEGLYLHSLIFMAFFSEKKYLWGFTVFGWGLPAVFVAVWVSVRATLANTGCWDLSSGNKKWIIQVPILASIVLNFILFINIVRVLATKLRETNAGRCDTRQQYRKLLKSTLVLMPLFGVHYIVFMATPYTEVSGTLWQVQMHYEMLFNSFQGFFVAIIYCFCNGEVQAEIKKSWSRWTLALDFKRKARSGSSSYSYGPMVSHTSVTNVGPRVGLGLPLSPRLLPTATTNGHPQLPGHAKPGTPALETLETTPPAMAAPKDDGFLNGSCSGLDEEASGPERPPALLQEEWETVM
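HEK-293-derived GP2 cells expressing PTHR1 and a GloSensor cAMP reporter, 3,000/well, plated overnight, given luciferin plus IBMX (each 0.5 mM as added) for 1 h at 37 °C, then compound for 1 h at 37 °C. Luminescence was read after 15 min at room temperature.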
Abeta yeast res = qHTS for compounds that reverse cellular toxicity of Amyloid beta (A-beta) peptide in yeast: Primary Screen; yeast expressing A-beta42, growth rescue, OD600, 48 h; response scale: 0% DMSO, 100% iron-clioquinol control; Potency, µM (top dose mostly 46.1 µM), for the others: at the highest dose growth rescue, most hits filed as activators; 0.063% of 410,000 active; AID 1347071, 2019; note: potency is the fitted concentration of half-maximal effect; nearly all actives have a fitted effect of over 55% in size
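Yeast growth medium received pinned compounds, then yeast cells expressing toxic A-beta were added; plates incubated at 30 C for 48 hr. Growth read as absorbance at 600 nm, normalized to DMSO and equimolar FeCl3 plus clioquinol controls.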
TDP43 rescue = qHTS of TDP-43 Inhibitors | 1.8% of 410,000 active | TDP-43 expressing yeast growth rescue, BacTiter-Glo, 24 h | Potency, µM (titrated, usually from 46.1 µM), for the others: at the top dose growth rescue (activation), hits mostly activators; note: potency is the fitted concentration of half-maximal effect; % of control where 0% means no effect; nearly all actives have a fitted effect of over 50% in size
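Luminescence from BacTiter-Glo reports growth of TDP-43-expressing yeast after 24 hr at 30 deg C with compound. Cells were raffinose-pregrown to mid-log, then seeded in galactose medium at OD600=0.02.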
GLP1R inv ag = qHTS of GLP-1 Receptor Inverse Agonists (Inhibition Mode) | Potency, µM (doses to about 38.3 µM), inactives show top-dose activity change, negative = inhibition, usual class: inhibitors | HEK293 GLP-1R CRE-luciferase, luminescence, 24 h; GLP-1R form is constitutively active | 1.6% of 410,000 active | Glucagon-like peptide 1 receptor (Homo sapiens), P43220; note: potency is the fitted concentration of half-maximal effect; % is set by controls: 0 for no effect and ±100 for the full control effect; nearly all actives have a fitted effect of over 55% in size
Target sequence (P43220 whole entry, looked up): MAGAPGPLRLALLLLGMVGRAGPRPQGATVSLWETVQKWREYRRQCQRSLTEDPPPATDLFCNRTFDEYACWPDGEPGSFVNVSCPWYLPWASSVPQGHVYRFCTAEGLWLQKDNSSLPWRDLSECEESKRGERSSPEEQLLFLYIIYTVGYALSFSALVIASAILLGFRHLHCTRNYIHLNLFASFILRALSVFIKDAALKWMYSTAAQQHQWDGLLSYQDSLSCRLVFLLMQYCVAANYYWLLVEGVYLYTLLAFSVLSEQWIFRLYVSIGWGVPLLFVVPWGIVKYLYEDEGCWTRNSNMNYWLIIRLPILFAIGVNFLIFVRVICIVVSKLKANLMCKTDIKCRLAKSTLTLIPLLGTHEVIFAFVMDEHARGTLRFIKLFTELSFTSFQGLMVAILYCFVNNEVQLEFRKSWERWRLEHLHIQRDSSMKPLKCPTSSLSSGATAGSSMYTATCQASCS
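Cells are plated, allowed 12 hours at 37 deg C, then treated with compounds for 24 hr before luciferase detection reagent is added and luminescence is read after 12 min at room temperature. The HEK293 line carries constitutively active GLP-1R with a cAMP-responsive reporter.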
HEK293 tox = qHTS of GLP-1 Receptor Inverse Agonists: Cytotox Screen | HEK293 cAMP-luciferase reporter cells, luminescence, 24 h | Potency, µM (highest dose often 38.3 µM), for the others: at the top dose activity change, negative = inhibition, usual class: inhibitors | 0.13% of 410,000 active;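 note: loss of luciferase light is scored as toxicity; potency is the fitted concentration of half-maximal effect; % is set by controls: 0 for no effect and ±100 for the full control effect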
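Compound-treated cells are incubated 24 hr at 37 deg C under 5% CO2 after a 12 hour attachment period, then luciferase detection reagent is added and luminescence is measured following 12 min at room temperature; lowered signal indicates toxicity.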
FUS yeast rescue = qHTS for Suppressors of FUS Proteinopathy: Primary screen using FUS-linked yeast assay. S. cerevisiae FUS-expressing, growth rescue, OD600, 24 h. Potency, µM (top dose mostly 76.6 µM), for inactives: at the highest dose growth rescue (activation), usual class: activators. 0.24% of 390,000 active;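 note: potency is the fitted concentration of half-maximal effect; plate controls were DMSO vehicle for no effect and reference control for full effect; nearly all actives have a fitted effect of over 55% in size; some results filed as inactive show a strong effect at the top dose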
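S. cerevisiae expressing FUS from galactose induction served as the toxicity model. Growth after 24hr at 30C, read as absorbance at 600 nm, indicates suppression of toxicity; compounds dosed at several concentrations.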
Starred values were filed as active, the others as inactive; i = inactive; u = inconclusive; x = not tested or not shown; [ ] = remark or other dose. Unless noted, calls come from the whole dose curve; as a rule, active = well fitted curve in the direction sought with a large enough effect; inconclusive = small, poorly fitted or top-dose-only effect, or another doubt; inactive = no such curve, though single readings can be large; an effect the other way counts as inactive or inconclusive.

canonical_smiles,pAkt inh,aSyn rescue,Mm-Cpn inhibitor,PTHR1 ag,Abeta yeast res,TDP43 rescue,GLP1R inv ag,HEK293 tox,FUS yeast rescue
CCN(CC(=O)NC(=O)NC1CCCCC1)Cc1ccccc1,i,-1%,1%,i,17%,27%,u,23%,0%
Cc1ccccc1NS(=O)(=O)c1ccc2[nH]cc(C(=O)NCCc3ccccc3)c(=O)c2c1,x,x,1%,-38%[inhibitor],15%,27%,u,-10%,0%
Cc1cc(C)cc(NC(=S)/C(=C(\[O-])c2ccc(Cl)cc2Cl)[n+]2ccc(C(C)(C)C)cc2)c1,i,-4%,-3%,i,4%,15%,-12%,-13%,-12%
O=c1[nH]nnc2c1ncn2C1OC(CO)C(O)C1O (configuration not stated),i,-2%,x,i,-7%,11%,u,-19%,-3%
COc1cc(F)ccc1S(=O)(=O)N1CCN(c2ccccc2)CC1,i,17%,0%,i,14%,19%,-1%,1%,4%
CN(C)S(=O)(=O)c1cccc(NC(=S)NCCCn2ccnc2)c1,i,-1%,1%,i,-7%,15%,14%,0%,2%
CC1CCCCC1NC(=S)NC(=O)c1ccccc1Cl (configuration not stated),i,1%,-1%,-19%,u,4%,u,u,-3%
COc1cccc2c(=O)cn[nH]c12,i,4%,-7%,i,11%,17%,2%,2%,-13%
CC(=O)Nc1ccc(S(=O)(=O)Nc2ccc(S(=O)(=O)N3CCCC3)cc2)cc1,i,8%,-1%,i,8%,-19%,4%,7%,23%
O=S(=O)(NCCc1c[nH]c2ccccc12)c1ccccc1,i,6%,2%,i,10%,26%,-19%,7%,8%
CCn1cc(/C=C(\NC(=O)c2ccccc2F)C(=O)NCCCn2ccnc2)c2ccccc21,i,-3%,0%,u,1%,-14%,-29%,15%,8%
CCn1c(COc2ccccc2C)nnc1SCC(=O)NC1CCCC1,i,-10%,0%,-15%[57.5 µM],26%,7%,0%,0%,18%
O=C(O)c1ccccc1NS(=O)(=O)c1cccc(NS(=O)(=O)c2cc(Br)ccc2Br)c1,i,-9%,2%,i,19%,-9%,-9%,-2%,21%
CCN(C[C@H]1N[C@@](CC)(C(=O)OC)[C@H]2C(=O)N(Cc3ccccc3)C(=O)[C@@H]12)S(=O)(=O)c1ccc(-c2ccccc2)cc1,i,2%,-3%,-27%,3%,12%,1%,-2%,41%
O=C(C[n+]1ccc(/C=N/O)cc1)NC1CCCCC1,i,-20%,-5%,-1%,-28%,-7%,-9%,5%,30%
O=C(CSc1ccsc1[N+](=O)[O-])NC1CCCC1,i,u,-1%,-1%,3%,11%,7%,-18%,-17%
Cc1c(O)ccc(C(=O)CN2CCN(c3ccccc3F)CC2)c1O,x,-2%,1%,i,-8%,-1%,-14%,6%,-26%
O=C(CCNS(=O)(=O)c1cccs1)N1CCN(c2cccc(C(F)(F)F)c2)CC1,i,6%,2%,-34%[inhibitor],4%,13%,-15%,-21%,x
O=C(O)[C@H](CSCc1ccccc1)NS(=O)(=O)c1ccc(F)cc1,i,3%,-1%,-15%,5%,10%,7%,-2%,-24%
O=C1CC(c2ccccc2)CC(O)=C1C=NC1CCCCCC1 (configuration not stated),i,-3%,0%,i,-32%,-27%,0%,u,3%
C=CCNC(=S)/N=c1/ccccn1CC,i,-4%,2%,i,-5%,14%,21%,-2%,4%
CCC1(C)Cc2c(sc3nc(SCC(=O)O)[nH]c(=O)c23)CO1 (configuration not stated),i,8%,-5%,i,-10%,-21%,0%,-7%,-10%
COc1ccc(S(=O)(=O)N2CCN(c3ccc4nnc(-c5ccccc5)n4n3)CC2)cc1,i,13%,0%,i,-7%,11%,28%,-21%,18%
O=C(COc1ccccc1Cl)NC(=S)Nc1ccc(CN2CCOCC2)cc1,i,0%,-3%,-34%[inhibitor],10%,10%,0%,-2%,x
Cc1sc2nc(SCC(=O)Nc3ccc(Cl)c(C(=O)O)c3)[nH]c(=O)c2c1C,i,1%,x,-7%,-2%,2%,u,3%,21%
O=C(COc1ccccc1-c1ccccc1)N/N=C/c1cccnc1,i,-5%,2%,-36%[inhibitor],3%,u,u,-18%,13%
CN(C)/C=N/c1cnc(C(=O)c2ccc(Cl)cc2)n1C,i,4%,2%,-17%,-12%,11%,11%,-1%,0%
c1csc(Cc2nc3ccccc3[nH]2)c1,x,1%,-2%,i,12%,-7%,6%,-1%,-6%
Cc1cc(C)cc(CC(Cc2nc3ccccc3[nH]2)c2nc3ccccc3[nH]2)c1 (configuration not stated),i,1%,1%,u,24%,-16%,u,u,u
O=C(COc1ccc(-c2ccccc2)cc1)N/N=C/c1cc(O)ccc1Br,i,-16%,2%,i,8%,u,u,-18%,x

3 entries out of the list, ordered by molecular weight, descending:
canonical_smiles,pAkt inh,aSyn rescue,Mm-Cpn inhibitor,PTHR1 ag,Abeta yeast res,TDP43 rescue,GLP1R inv ag,HEK293 tox,FUS yeast rescue
Cc1ccccc1NS(=O)(=O)c1ccc2[nH]cc(C(=O)NCCc3ccccc3)c(=O)c2c1,x,x,1%,-38%[inhibitor],15%,27%,u,-10%,0%
O=C(COc1ccccc1Cl)NC(=S)Nc1ccc(CN2CCOCC2)cc1,i,0%,-3%,-34%[inhibitor],10%,10%,0%,-2%,x
O=C(CSc1ccsc1[N+](=O)[O-])NC1CCCC1,i,u,-1%,-1%,3%,11%,7%,-18%,-17%

The listing continues:
canonical_smiles,pAkt inh,aSyn rescue,Mm-Cpn inhibitor,PTHR1 ag,Abeta yeast res,TDP43 rescue,GLP1R inv ag,HEK293 tox,FUS yeast rescue
CCOc1ncccc1C(=O)Nc1cccc(-n2cnnn2)c1C,i,4%,1%,-49%[inhibitor],16%,10%,13%,2%,-13%
CCOC(=O)/C(=C\c1ccc(OC)c(OC)c1)C(=O)c1cccnc1,i,1%,-6%,-92%[inhibitor],-24%,u,-3%,u,8%
COc1cccc(NC(=O)C2CCCN2C(=O)Nc2cccc(F)c2)c1 (configuration not stated),i,5%,-1%,i,21%,10%,-14%,17%,15%
CC(=O)Nc1ccc(NC(=O)C(C)OC(=O)CC2CCCCC2)cc1 (configuration not stated),i,0%,-2%,-15%,2%,27%,10%,3%,3%
Cc1cccn2c(=O)cc(COc3cccc(NC(=O)COc4ccccc4)c3)nc12,x,x,x,-35%[inhibitor],-13%,2%,4%,0%,-5%
CN(CC(=O)Nc1ccc([N+](=O)[O-])cc1Br)Cc1c(F)cccc1Cl,i,-8%,0%,-40%[inhibitor],-6%,u,u,8%,8%
CCN(CC)c1c(-c2ccccc2)c2cc(C)ccc2[nH]c1=O,i,0%,3%,19%,-12%,-36%[inhibitor],-8%,6%,-13%
CCNc1nc(NCC)nc(N(C)/N=C/c2ccco2)n1,i,7%,0%,-19%,6%,11%,u,u,-17%
CCCC(=O)N1CCC1(C)C(=O)NS(=O)(=O)c1ccc(Cl)cc1 (configuration not stated),i,-1%,x,-3%,-11%,20%,5%,0%,-14%
O=S1(=O)N[C@@H](Cc2ccccc2)COc2cc(N3CCN(Cc4ccccc4F)CC3)ccc21,i,5%,x,-50%[inhibitor],4%,8%,u,2%,12%
N=C1C(c2ccccc2)=C(O)CN1c1cccc(S(=O)(=O)NCc2ccco2)c1,i,6%,-1%,i,6%,22%,9%,4%,-9%
CCCN(CCC)C(=O)Cn1c(=O)n(Cc2ccc(C(=O)NCCc3ccc(OC)c(OC)c3)cc2)c(=O)c2ccccc21,x,x,x,u,-23%,-25%,1%,6%,-35%
CCOC(=O)[C@]12CCC=C1N(Cc1ccco1)C(=O)[C@H](CC(=O)NCCC(C)C)C2,i,-1%,x,10%,-6%,-2%,9%,-1%,2%
CCc1ccc(CNC(=O)c2ccc(-n3c(C)cc4c3CCC(C)C4)cc2)cc1 (configuration not stated),x,x,x,-1%,-3%,30%,13%,-12%,15%
Cc1ccc(CN2CCCC(C(=O)N3CCCC3)C2)cc1 (configuration not stated),i,-4%,u,-15%,-24%,9%,-5%,6%,0%
Cc1cc(C(=O)Nc2sc3c(c2C#N)CCC(C)C3)no1 (configuration not stated),x,2%,-1%,-16%[57.5 µM],-7%,-10%,u,-21%,17%
Cn1c(=O)c2cnc(-c3ccc(C(F)(F)F)cc3)nc2n(C)c1=O,i,2%,5%,0%,-7%,18%,-3%,-21%,-22%
Cc1c(C(=O)NCc2ccc(Cl)c(Cl)c2)sc(=O)n1Cc1cccc(F)c1,i,2%,x,-40%[inhibitor],7%,0%,u,-12%,37%
CCc1cc2c(SCC(=O)NC3CCS(=O)(=O)C3)ncnc2s1 (configuration not stated),i,0%,-1%,i,0%,x,13%,0%,28%
CCC1(c2ccc(F)cc2)NC(=O)N(CC(=O)N2CCN(C(=O)c3cccs3)CC2)C1=O (configuration not stated),i,1%,0%,-1%,4%,11%,-3%,-5%,6%
CNC(=O)C1C2C=CC3(O2)C1C(=O)N(CCOC)C3C(=O)NCc1ccc(OC)cc1 (configuration not stated),i,7%,-1%,i,-9%,-4%,0%,1%,25%

Screening data: PubChem, National Center for Advancing Translational Sciences (NCATS)

Only part of the results is shown; count on the stated rates, not on these rows.
